Screens as filed in PubChem BioAssay.
STK33 kinase inh – inhibitors of purified STK33 kinase, primary screen, biochemical, ADP-Glo luminescence, homogeneous, cell-free; Serine/threonine-protein kinase 33 (Homo sapiens), Q9BYT3; MBP phosphorylation; inhibition, % at 10 µM; 0.073% of 320,000 active;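 active means inhibition at or above 25%, using the most active replicate where run in duplicate; inactive means inhibition below 25%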
Target sequence (Q9BYT3 whole entry, looked up): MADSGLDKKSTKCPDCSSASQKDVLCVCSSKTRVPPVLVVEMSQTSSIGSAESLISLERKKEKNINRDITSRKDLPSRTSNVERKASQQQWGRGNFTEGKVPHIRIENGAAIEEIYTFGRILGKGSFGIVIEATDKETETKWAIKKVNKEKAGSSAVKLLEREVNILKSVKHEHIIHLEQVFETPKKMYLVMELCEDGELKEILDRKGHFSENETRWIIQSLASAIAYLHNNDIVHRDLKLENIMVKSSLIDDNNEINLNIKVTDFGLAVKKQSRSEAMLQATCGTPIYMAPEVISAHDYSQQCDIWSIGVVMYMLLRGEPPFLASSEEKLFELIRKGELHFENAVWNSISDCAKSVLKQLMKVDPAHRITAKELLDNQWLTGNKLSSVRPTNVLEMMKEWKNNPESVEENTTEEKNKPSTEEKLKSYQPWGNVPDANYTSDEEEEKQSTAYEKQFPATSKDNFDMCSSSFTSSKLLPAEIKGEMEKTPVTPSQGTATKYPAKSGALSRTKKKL
KCNQ2 inh – KCNQ2 potassium channel inhibitors, primary screen, cell-based, CHO-K1, FluxOR thallium flux, B-score (AID 2156). 20 min; stronger effect = lower value. B-score at 10 µM. 1.1% of 310,000 active;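 active means fluorescence ratio B-score at most minus 3 library SDs, with starting brightness B-score within 2 library SDs, cut at about -5.5 in these data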
Kir21 inh – inhibitors of mouse Kir2.1 inward-rectifier potassium channel. Inward rectifier potassium channel 2 (Mus musculus), P35561. HEK293-Kir2.1, FluxOR thallium flux fluorescence; stronger effect = lower value. B-score at 10 µM. 0.85% of 310,000 active. AID 1672, 2009;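 active means fluorescence ratio B-score at or below minus 3 SD of library scores, with starting-brightness B-score within 2 SD, cut at about -4.2 in these data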;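 further: channel flux triggered by added potassium and thallium sulfate stimulus; B-score of peak minus minimum fluorescence over baseline after thallium stimulus; more negative B-score means stronger Kir2.1 block with less thallium influx; some compounds called inactive have numbers as strong as hits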
Target sequence (P35561 whole entry, looked up): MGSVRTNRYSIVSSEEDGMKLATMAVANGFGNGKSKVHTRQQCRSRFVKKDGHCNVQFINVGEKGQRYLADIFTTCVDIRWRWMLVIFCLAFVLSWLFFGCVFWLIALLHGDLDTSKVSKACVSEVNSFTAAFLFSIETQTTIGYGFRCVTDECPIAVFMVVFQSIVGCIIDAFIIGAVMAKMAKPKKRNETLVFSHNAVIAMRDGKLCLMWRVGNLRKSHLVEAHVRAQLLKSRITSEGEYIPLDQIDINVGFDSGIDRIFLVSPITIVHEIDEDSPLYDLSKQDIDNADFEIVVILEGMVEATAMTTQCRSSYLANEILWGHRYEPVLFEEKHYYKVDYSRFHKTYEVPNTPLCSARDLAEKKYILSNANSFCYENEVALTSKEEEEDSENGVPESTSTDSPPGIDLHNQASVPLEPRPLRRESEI
Active calls of the source: *; i = inactive; . = not tested or not shown. Random draw from the library. About 1.9% of those tested had a hit in this group.

STK33 kinase inh	KCNQ2 inh	Kir21 inh	SMILES
-1.3	i	-0.35	CCc1ccc(C(C)NC(=S)NCc2ccc(F)cc2)cc1 (stereo not given)
1.3	i	1.5	COc1ccc(CNC(=O)CN(c2ccc(C)cc2)S(=O)(=O)c2c(C)nn(C)c2C)cc1
-1.3	i	0.2	CCN1CCC2(CC1)N=C(c1ccc(F)cc1)C(=S)N2
.	i	0.88	COCCNC(=O)c1cc(S(=O)(=O)N2CCOCC2)ccc1SCc1cccc(OC)c1OC
-1.6	i	-1.89	O=C(CSCc1ccccc1Cl)N1CCN(c2ccccn2)CC1
-1.6	i	0.68	CCOC(=O)CC1(c2ccccc2)CCOC(C)(C)C1 (stereo not given)
-0.7	i	1.58	CCOC(=O)C(C)Oc1cccc2c(=O)n(CC(=O)Nc3ccc4c(c3)OCCO4)ccc12 (stereo not given)
2.5	i	-0.53	CSCCC(NC(=O)c1cccc(C)c1)C(=O)Nc1sccc1C(N)=O (stereo not given)
-2.8	i	-0.63	Cc1cc2nc(C3CCN(CC4COc5ccccc5O4)CC3)[nH]c2cc1C (stereo not given)
-0.9	i	0.01	CCN(CC)c1ccc(NC(=O)c2ccc(Cl)nc2)cc1
0.3	i	0.18	CCOC(=O)Cn1nc(C)n(-c2ccc(F)cc2)c1=O
0.7	i	1.57	O=C1c2cccc3cccc(c23)N1Cc1cccc(F)c1
-1.1	i	1	OCC1OC(Oc2cccc3ccccc23)C(O)C(O)C1O (stereo not given)
-1.1	i	0.8	CCc1ccc2[nH]c(C(=O)Nc3ccc(F)cc3Br)cc2c1
-1.2	i	-0.55	Cc1noc(-c2ccccc2)c1NC(=O)Nc1ccccc1
1.2	i	-0.64	COc1ccc(C2c3[nH]c4ccccc4c3CCN2CCCn2cccn2)c(F)c1 (stereo not given)
.	i	-0.76	COc1cc(OC)c(OC)cc1/C=C1\CCC/C(=C\c2cc(OC)c(OC)cc2OC)C1=O
0.3	i	0.25	Cc1ccc(OCC(=O)N2CCOCC2)cc1C
1.0	i	1.45	Cc1ccc(/C=N/NC(=O)C2COc3ccccc3O2)s1 (stereo not given)
1.4	i	0.03	O=C(CN1C(=O)c2ccccc2C1=O)Nc1ccccc1C(=O)NC1CCCCCC1
0.1	i	1.91	CN(c1cnn(-c2ccccc2)c(=O)c1Cl)n1cccc1
-0.2	i	0.88	O=C(NCc1ncc(C(F)(F)F)cc1Cl)Nc1ccccc1
0.0	i	0.64	COc1ccc(-n2nc3c(N4CCC(C(=O)NC5CCCCC5)CC4)nnc(C)c3c2C)cc1
-2.5	i	-0.8	Cc1nn(Cc2ccc(F)cc2)c(C)c1NC(=O)c1cnn2cccnc12
-0.2	i	-1.59	COCCN(C(=S)Nc1c(C)cccc1C)C(C)c1cccnc1 (stereo not given)
1.8	i	-0.26	CCOc1ccccc1/C=N/Nc1nc2c(N)ncnc2n1[C@H]1O[C@@H](CO)[C@H](O)[C@@H]1O
-1.0	i	0.09	CCOC(=O)C1CCN(C(=O)C(C)Oc2ccc(Br)cc2)CC1 (stereo not given)
-0.7	i	-0.45	Cc1sc(NC(=O)C2=COCCO2)nc1-c1ccc(Br)cc1
-1.4	i	0.98	Cc1nccn1CCCNCc1c(C(=O)N2CCCCCCC2)nc2ccc(Cl)cn12
-0.8	i	1.1	CCOc1cc(/C=C\c2nc(O)c([N+](=O)[O-])c(=O)[nH]2)ccc1OC(C)C

Molecules from the list above with bromine, in the order listed:
STK33 kinase inh	KCNQ2 inh	Kir21 inh	SMILES
-1.1	i	0.8	CCc1ccc2[nH]c(C(=O)Nc3ccc(F)cc3Br)cc2c1
-1.0	i	0.09	CCOC(=O)C1CCN(C(=O)C(C)Oc2ccc(Br)cc2)CC1 (stereo not given)
-0.7	i	-0.45	Cc1sc(NC(=O)C2=COCCO2)nc1-c1ccc(Br)cc1

Going on with the list:
STK33 kinase inh	KCNQ2 inh	Kir21 inh	SMILES
-0.3	i	0.45	Cc1ccc(S(=O)(=O)N2CCC(=O)N(CCO)CC2)cc1
-0.7	i	-0.81	COc1ccc(C(=O)Nn2c(CC(C)C)nc3cc(OC)c(OC)cc3c2=O)c(OC)c1
0.0	i	-0.21	CCOC(=O)c1c(C)[nH]c(C)c1S(=O)(=O)N(C)CC(=O)Nc1ccccc1C
-1.2	i	0.28	CNC(=O)COC(=O)c1cc(F)c(F)cc1Cl
1.2	i	0.22	CCSc1nc(-c2cccs2)nc2ccccc12
-0.5	i	0.65	CCC(CC)C(=O)Nc1cc(C)c2c(=O)oc3ccccc3c2n1
-0.4	i	-0.18	Cc1ccc(S(=O)(=O)N(C)Cc2ccc(C(=O)NN=C3C4CC5CC(C4)CC3C5)cc2)cc1
0.0	i	0.59	N#CCSc1nnc(-c2cnccn2)n1Cc1ccccc1
-0.2	i	-3.93	CCCC[C@H]1COCCS(=O)(=O)N1Cc1cccc(Cl)c1
-1.4	i	-2.38	Cc1ccc(C(CC(=O)c2ccco2)SCCO)cc1 (stereo not given)
0.5	i	-0.06	COc1ccc(C2NC(=S)NC(C)=C2C(=O)Nc2ccccn2)cc1OC (stereo not given)
-0.4	i	0.27	COC(=O)c1cc(COc2ccc3oc(C)c(C(=O)OC(C)C)c3c2)c(C)o1
-1.7	i	-0.34	CS(=O)(=O)c1ccc(Cl)c(NC(=O)C2CC(=O)N(Cc3ccco3)C2)c1 (stereo not given)
-2.7	i	-0.35	CCOCCCNC(=O)C1c2ccccc2Oc2ccccc21
-1.8	i	0.81	COC(=O)C1=C(C)Nc2nc3ccccc3n2C1c1cc(OC)c(OC)c(OC)c1 (stereo not given)
1.6	i	1.48	Nc1c(/C=C2\C=Nc3ccccc32)c(=O)nc2sc(CC(=O)N3CCOCC3)nn12
-2.3	i	-1.22	Cc1ccc(S(=O)(=O)NCCOC(=O)Nc2sc(=S)n(C)c2C)cc1
-1.2	i	-2.32	Cc1cc[n+](CC(=O)N2CCCc3ccccc32)cc1
0.3	i	-1.04	CCCCN(C(=O)CCC(=O)Nc1cc(C)on1)C(C(=O)NC(C)(C)C)c1cccc(OC)c1OC (stereo not given)
0.3	i	0.59	O=C(CSc1nc2ccccc2c(=O)n1-c1ccc(F)cc1F)Nc1ccc2c(c1)CCC2
0.0	i	0.22	CCc1cc(=O)oc2c(CNCc3c(F)cccc3Cl)c(O)ccc12
.	i	0.49	COc1ccc(NC(=O)CN(C)S(=O)(=O)c2cccc3nsnc23)cc1
-1.1	i	-1.4	Cc1ccc(OCC(=O)NNC(=O)CCc2ccccc2)c(Br)c1
0.2	i	-0.17	Cc1cccc(C(=O)O/N=C/c2c(N3CCOCC3)n(C)c3ccccc23)c1
-2.2	i	-0.5	COCCN1CCc2c(C)nc3c(-c4ccc(OC)c(OC)c4)cnn3c21
-0.2	i	-1.91	CC(=O)c1ccc(OCc2cc(C(=O)N(C)CCN3CCOCC3)no2)cc1
-0.4	i	-0.79	CCOC(=O)CCC(=O)Nc1ccc(S(=O)(=O)N2CCCCC2)cc1
-1.5	i	-0.4	COc1cc(C2SCC(=O)N2CCc2ccc(OC)c(OC)c2)ccc1O (stereo not given)
0.1	i	-1.26	CS(=O)(=O)Nc1ccc(Oc2ncccn2)cc1
-1.5	i	-0.6	Oc1ccc(/C=N/NC2=NCCCCC2)c(O)c1

Given with values under each structure: entries from further up
Every second line gives: STK33 kinase inh | KCNQ2 inh | Kir21 inh
O=C(CN1C(=O)c2ccccc2C1=O)Nc1ccccc1C(=O)NC1CCCCCC1
 : 1.4 | i | 0.03
CN(c1cnn(-c2ccccc2)c(=O)c1Cl)n1cccc1
 : 0.1 | i | 1.91
O=C(NCc1ncc(C(F)(F)F)cc1Cl)Nc1ccccc1
 : -0.2 | i | 0.88
COc1ccc(-n2nc3c(N4CCC(C(=O)NC5CCCCC5)CC4)nnc(C)c3c2C)cc1
 : 0.0 | i | 0.64
Cc1nn(Cc2ccc(F)cc2)c(C)c1NC(=O)c1cnn2cccnc12
 : -2.5 | i | -0.8

Following part
STK33 kinase inh	KCNQ2 inh	Kir21 inh	SMILES
-1.6	i	-0.08	CCO[C@@H]1OC(C(=O)N2CCN(Cc3ccc4c(c3)OCO4)CC2)=C[C@H](c2ccc(C(F)(F)F)cc2)[C@H]1CCCO
1.6	i	0.15	CN(C)/C=N/c1sccc1C(N)=O
-0.1	i	0.44	COc1ccc(-c2nn(C)c(=O)c3ccccc23)cc1CNS(C)(=O)=O
-0.4	i	-2.09	O=C(Cc1ccc(Cl)cc1)NCC(=O)N1CCCCCC1
-1.6	i	0.66	COc1ccc(-c2cn(-c3ccc(OC)cc3)c(=S)[nH]2)cc1
0.1	i	1.16	Cc1ccc(S(=O)(=O)N(CC(=O)Nc2cccnc2)c2cccc(Br)c2)cc1
-0.4	i	0.22	OCCN1CCN(c2ncnc3c2c(-c2ccccc2)cn3-c2ccc(Br)cc2)CC1
-0.1	i	0.69	O=C(OCc1nc2ccccc2[n+]([O-])c1C(=O)c1ccccc1)c1cccs1
-0.7	i	1.2	COc1ccc(C(=O)Nc2ccc(S(=O)(=O)NC(C)=O)cc2)cc1
1.5	i	-0.09	C/C(=N\Nc1ccccn1)c1ccc(Br)s1
-0.8	i	0.44	COC(=O)c1cc(=O)n(Cc2ccccc2)c(=NCc2ccccc2)s1
-0.2	i	-0.17	COc1cccc(N2CC(NS(=O)(=O)c3ccc4ccccc4c3)CC2=O)c1 (stereo not given)
-1.1	i	0.5	CCCCCNC(=O)Cc1ccc(OC)cc1
-1.2	i	-0.04	CC1(C)OC(=O)C(=C2CCCN2)C(=O)O1
-1.9	i	-0.02	COCCOC(=O)C1=C(C)NC2=C(C(=O)CC(C)(C)C2)C1c1ccc2c(c1)OCO2 (stereo not given)
-1.0	-9.25*	0.86	Cc1ccc(-c2cc(C(=O)NCc3cnn(C)c3C)c3cc(Br)ccc3n2)cc1
1.9	i	1.69	CCOC(=O)c1cc2c(=O)[nH]ccc2nc1C
.	i	-1.22	Cc1ccc2nc(Nc3ncc4c(n3)CC(C)(C)CC4=O)nc(C)c2c1
.	i	-0.01	CCOC(=O)CSc1nc2c(c(=O)n(C)c(=O)n2C)n1CCCc1ccccc1
-1.0	i	-0.45	O=S(=O)(c1cc(Br)ccc1Br)N1CCCCCC1
-1.6	i	-2.06	CC(/C=C/c1ccccc1)=N/NC(=O)c1cccc(Br)c1
-1.8	i	0.01	CCOC(=O)c1nc(C)[nH]c1C(=O)OCC
-2.7	i	-1.86	O=C(Nc1ccc(-n2cnnn2)cc1)C1CCCN1C(=O)NC1CCCCC1 (stereo not given)
-1.3	i	-1.41	COCCn1c(SCC(=O)c2ccc3c(c2)OCCO3)nnc1-c1ccoc1C
-1.2	i	1.87	O=C(NCc1cccs1)C1CCN(S(=O)(=O)c2cccc3nsnc23)CC1
0.1	i	-0.16	Cn1c(=O)c2c(ncn2CC(=O)Nc2ccc(Cl)cc2Cl)n(C)c1=O
-1.1	i	-0.47	O=C(Nc1ccc(Cl)cc1)C1CCC(=O)N1Cc1ccccc1Cl (stereo not given)
-0.8	i	0.25	O=C(Cc1cccs1)NCCn1ccc2ccccc21
0.1	i	-3	Cc1cccc(NC(=O)CSc2nccn2Cc2ccco2)c1C
-0.5	i	0.86	N#Cc1c(NC(=O)CSc2nnc(-c3ccccc3)o2)sc2c1CCCC2
-1.6	i	0.2	CSc1ccccc1OCc1cc(C(=O)NC(C)Cc2cccc(C)n2)no1 (stereo not given)
2.0	i	0.2	CC(=O)Nc1ccc(S(=O)(=O)NNC(=O)NC23CC4CC(CC(C4)C2)C3)cc1
-0.3	i	1.05	Cc1nc(SCc2cccc(F)c2)[nH]c(=O)c1C#N
6.8	i	-3.27	COc1cc(/C=C2\SC(=Nc3ccccc3)NC2=O)cc(Cl)c1O
-2.7	i	0.63	Nc1nnc(SCc2cn3cc(Cl)ccc3n2)s1
-0.5	i	0.01	COc1ccc(Cl)cc1NC(=O)CN1c2ccccc2CC1C (stereo not given)
-2.2	i	-1.28	COc1ccc(-c2ccnc3[nH]n(-c4ccccc4)c(=O)c23)cc1
-0.8	i	-1.38	c1ccc(Cn2cc(CN3CCCCO3)c(-c3ccc4c(c3)OCO4)n2)cc1
0.2	i	1.5	CC(=O)NS(=O)(=O)c1ccc(NC(=O)CC23CC4CC(CC(Br)(C4)C2)C3)cc1
-0.6	i	2.01	Cc1ccc(-c2nnc(NCc3nc4ccccc4[nH]3)c3ccccc23)cc1S(=O)(=O)N(C)C
-1.4	i	0.77	COC(=O)c1cnc2c(c1C(=O)OC)c(=O)n(C)c(=O)n2C
0.8	i	2.13	CC1CC(C)CN(CC(=O)N2CCCc3c2c(=O)oc2ccc(OCc4ccccc4)cc32)C1 (stereo not given)
0.0	i	3.32	COC(=O)C1=C(C)NC(=O)NC1c1ccc2ccccc2c1 (stereo not given)
-1.1	i	0.65	CCOc1ccccc1NC(=O)C(=O)NCCC1=CCCCC1
-0.7	i	1.25	CC(Sc1ncnc2sccc12)C(=O)Nc1ccc(C(N)=O)cc1 (stereo not given)
-2.0	i	-0.25	COc1ccc(-c2nnn(Cc3ccccc3)n2)cc1OC
-0.7	i	0.13	Cc1ccc(/C=N/NC(=O)c2nnn(-c3nonc3N)c2CN(C)C)s1
-1.3	i	-1.79	COc1ccc(OC2C(=O)N(Cc3ccc4c(c3)OCO4)C2c2sccc2C)cc1 (stereo not given)
0.8	i	-0.69	Cc1nn2c3ccccc3n(CC(=O)c3cccs3)c2nc1=O
